FLuc inh counter: Photinus pyralis luciferase inhibition counter-screen. ATPLite firefly luciferase biochemical luminescence, 10 min. AID 1006. inhibition, % at 10 µM. P08659. 1.5% of 200,000 active;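 active = inhibition above about 50% when tested at 10 µM, limit read from the data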
Target sequence (P08659 whole entry, looked up): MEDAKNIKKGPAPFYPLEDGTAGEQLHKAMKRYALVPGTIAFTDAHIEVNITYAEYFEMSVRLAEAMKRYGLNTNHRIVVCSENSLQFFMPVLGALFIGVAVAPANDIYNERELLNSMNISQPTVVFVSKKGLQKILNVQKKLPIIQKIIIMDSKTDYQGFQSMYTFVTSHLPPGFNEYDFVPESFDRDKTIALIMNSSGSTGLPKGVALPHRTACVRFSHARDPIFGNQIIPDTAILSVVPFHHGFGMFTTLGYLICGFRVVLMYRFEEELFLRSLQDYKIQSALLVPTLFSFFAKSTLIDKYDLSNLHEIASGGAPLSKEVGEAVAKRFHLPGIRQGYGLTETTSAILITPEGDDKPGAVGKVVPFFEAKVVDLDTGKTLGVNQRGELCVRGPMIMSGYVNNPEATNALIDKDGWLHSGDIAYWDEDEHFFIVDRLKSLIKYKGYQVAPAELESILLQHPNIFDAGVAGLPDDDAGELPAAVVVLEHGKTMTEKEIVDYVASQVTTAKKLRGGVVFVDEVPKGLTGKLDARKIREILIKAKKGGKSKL
bIAP act: increases bovine intestinal alkaline phosphatase activity; AID 1016; purified bovine IAP, CDP-star luminescence, 30 min; stronger effect = higher value; fold of DMSO-control signal, blank-subtracted; 0.17% of 200,000 active; activation factor at 20 µM;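 active = activation factor of 2 or more at 20 µM, a signal rise over negative controls twice the positive control's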
TNAP inh noacc: inhibitors of human TNAP without phosphate acceptor; P05186; purified TNAP, CDP-star luminescence, 30 min; inhibition, % at 20 µM; 0.26% of 200,000 active; AID 1012;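 active = tissue-nonspecific alkaline phosphatase inhibition above about 50% at 20 µM in the single-dose screen, limit read from the data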;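 note: 0% = DMSO negative control and 100% = EDTA positive control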
L major viab: reduces viability of Leishmania major promastigotes | resazurin fluorescence viability | inhibition, % at 10 µM | AID 1063 | 9% of 200,000 active; in the data active = inhibition above about 50%;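 note: promastigotes grown with compound for 44 hours at 28 °C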
TNAP act hiacc: activators of human TNAP at high phosphate acceptor concentration; P05186; purified TNAP, CDP-star luminescence, 1 M DEA, 30 min; stronger effect = higher value; 0 = EDTA background, 1 = DMSO-only activity; activation factor at 20 µM; 200,000 tested, under 10 active; AID 1136;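 active = activation factor at least 2 at 20 µM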
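Dosing: 20 µM single point. System: human TNAP. Amount: TNAP 1/800 final. Incubation: 30 min, room temperature. Read-out: TNAP activation factor scaled between EDTA and DMSO control wells. Signal: luminescence from CDP-star hydrolysis. Medium: 1 M DEA, pH 9.8, Mg2+, Zn2+. Control set: EDTA negative control, DMSO positive control.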
FLuc act counter: firefly luciferase counter-screen for stimulation assays | AID 1027 | 200,000 tested, under 10 active | P08659 | ATPlite luciferase biochemical, luminescence, 10 min; 0 = ATP-free wells, 1 = DMSO control | activation factor at 10 µM;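 active = luciferase activation factor, scaled between plate controls, of at least 2 with compound at 10 µM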
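System: cell-free luciferase reagent; medium: PBS as buffer for the ATP substrate; doses: test compounds dosed from 2 mM stocks in 100% DMSO; incubation: 10 min, room temperature; measured by: luminescence from luciferase reaction; read-out: luciferase activation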
APP transl inh: APP translation inhibition. AID 1285. 0.82% of 190,000 active. SH-SY5Y APP 5'UTR-luciferase reporter, luminescence. inhibition, % at 2 µM;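 active = inhibition above a set limit, derived from the sample mean plus 3 SD, cut at about 45% in these data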; note: values of inactives mirror those of a sister screen read the other way
TNAP inh hi DEA: blocks human TNAP under high phosphate acceptor concentration; P05186; purified TNAP, CDP-star luminescence, 1 M DEA; inhibition, % at 20 µM; 0.03% of 200,000 active; AID 1135;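 active = over 50% inhibition of tissue-nonspecific alkaline phosphatase at 20 µM in the single-dose screen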;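 note: plate controls were DMSO wells for no effect and EDTA-quenched wells as full inhibition for full effect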
RAM inhibit: blocks the yeast RAM network. inhibition, % at 50 µM. S. cerevisiae dse1pr::URA3 reporter, 5-FOA growth OD615, 2 d; analog-sensitive cbk1-as2 kinase mutant strain. 1.8% of 190,000 active. AID 868;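 active = inhibition above a set limit, 3 SD over mean compound inhibition, cut at about 8.4% in these data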;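 note: 0% = DMSO-only wells with no growth and 100% = 10 µM 1-NA-PP1 full growth; inhibition rescues growth on 5-FOA so higher OD means more RAM inhibition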
bIAP inhibitor: intestinal alkaline phosphatase (bovine) inhibition; purified bovine IAP, CDP-star luminescence, 30 min; inhibition, % at 20 µM; 190,000 tested, under 10 active;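 active = over 50% inhibition of intestinal alkaline phosphatase at 20 µM in the single-dose screen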
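Incubation: 30 min reaction at room temperature / Material: purified bovine intestinal alkaline phosphatase (IAP) enzyme / Input: enzyme at 1/65,000,000 dilution / Dosing: 20 µM single dose / Signal: CDP-star luminescence signal / Reagent: CDP-star chemiluminescent phosphatase substrate, 30 µM final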
Active calls of the source: *.

SMILES	FLuc inh counter	bIAP act	TNAP inh noacc	L major viab	TNAP act hiacc	FLuc act counter	APP transl inh	TNAP inh hi DEA	RAM inhibit	bIAP inhibitor
Cc1ccc(NC(=O)c2ccccc2-c2ccc(C(F)(F)F)cc2)cc1S(=O)(=O)N1CCOCC1	-3	1.3	-3	93*	1	1	-5	0	7.4	-33
Nc1c(C(=O)NC23CC4CC(CC(C4)C2)C3)sc2nc3c(c(C(F)(F)F)c12)CCC3	5	1	-7	-6	1	0.9	9	0	2.4	0
CCn1c(CSc2nnc3ccccn23)nc2cc(C(=O)O)ccc21	-7	0.9	-23	-4	1.1	1.1	4	-6	1.6	7
CCN(CC)CCCNc1nc2ccccc2[nH]1	-4	0.9	-8	-9	1	1	-9	-2	-0.1	10
O=Cc1c(N2CCN(c3cccc(Cl)c3)CC2)nc2ccccn2c1=O	-4	1	-3	8	1	1	-7	2	1.5	5
O=C(COc1ccc(Cl)cc1)Nc1ccc(N2CCN(C(=O)c3ccco3)CC2)cc1	-6	1	-7	4	1	1.1	9	-2	3.8	2
O=S(=O)(NCCOCCNS(=O)(=O)c1ccccc1)c1ccccc1	-2	1	-5	5	1	1	11	-4	1.1	-2
c1cncc(-c2nnc3n2N=C(c2cccs2)CS3)c1	-8	0.8	-16	1	1.1	1.1	0	-6	0.9	18
Fc1ccccc1-n1cn[nH]c1=S	-8	1	1	-5	1	1.1	-27	-4	0.5	1
CCOc1ccccc1NC(=O)c1ccc(-n2cncn2)nc1	-8	0.9	-6	0	1.1	1.1	-1	-7	2.6	8
COc1cc(/C=C/C2=NC(=O)C(C)(C)O2)ccc1O	-2	0.8	-10	14	0.9	1	8	6	-0.1	22
CCOC(=O)c1c(-c2cccs2)csc1NC(=O)COC(=O)c1c(C)noc1C	-3	0.9	-2	4	1	1	-7	1	12*	6
CC(C)Sc1nc2ccsc2c(=O)[nH]1	0	1.1	-9	-10	1	1	-6	-1	-0.6	-14
CC(=O)NCCSC(=O)c1ccc(F)cc1	-3	0.8	-9	-4	1	1	16	-2	1.0	19
O=C(Nc1ccc(N2CCOCC2)c(Cl)c1)c1c(F)c(F)c(F)c(F)c1F	0	1.1	-10	15	1	1	-6	-3	1.3	-11
COc1ccc(NS(=O)(=O)c2ccc(NC(=O)C3CCCO3)cc2)cc1 (stereo not given)	-7	1	-6	-2	1	1.1	-4	-2	1.3	5
CCOCCCNC(=O)c1c[nH]c2cc(C)ccc2c1=O	0	1	6	-7	1	1	-2	-4	0.1	-1
Clc1cc(NCc2cccs2)ccc1N1CCOCC1	4	0.9	-7	1	1	1	-35	2	0.6	13
CCc1cc2c(=O)nc3n(c2s1)Cc1ccccc1/C3=C(/O)c1ccccc1Cl	-6	0.9	-5	5	1	1.1	-10	1	5.7	11
Cc1cccn2c(=O)c3cc(C(N)=S)c(=N)n(CCCOC(C)C)c3nc12	-6	0.7	2	87*	1	1.1	4	1	2.4	27
O=C(O)c1cccc(Oc2cccc(Cl)n2)c1	-5	0.9	-10	-6	1.1	1.1	7	-6	1.6	8
O=C(Cn1c(=O)oc2ccccc21)N1CCN(c2ccc(N3CCOCC3)nn2)CC1	-7	1.1	2	-6	1.1	1.1	12	-8	1.1	-8
COC(=O)c1ccc(NC(=O)c2ccc(F)cc2)o1	2	0.9	-2	0	1	1	2	2	2.2	7
COc1cc2c3c(c1OC)C1(C=CC(=O)C=C1)CC3N(C(=O)c1ccccc1)CC2 (stereo not given)	0	1	-3	1	1	1	-15	1	1.5	0
CC(=O)NC1C(=O)N=C(SCC(=O)Nc2cccc(Cl)c2)NC1=O (stereo not given)	-2	1.1	-11	-9	1	1	18	-2	0.3	-6
c1ccc(-c2ccnc3nc(N4CCN(c5ccccc5)CC4)nn23)cc1	-10	1	7	41	1	1.1	-20	-2	0.8	2
Cc1ccc(-n2ncc3c(SCc4cccc(C)c4)ncnc32)cc1	-4	0.8	-10	-5	1	1	-36	-2	8.2	20
O=C(O)c1cccc(OCc2ccccc2Cl)c1	2	1	-4	0	1	1	-66	0	0.6	-2
Cc1cc(C(=O)Cn2nc(C(=O)O)c3ccccc3c2=O)c(C)n1CC(F)(F)F	33	1.3	3	-5	1	0.7	8	-3	5.0	-30
CC(=O)Nc1cccc(NC(=O)c2ccc(Br)cc2)c1	13	1.1	-1	1	1	0.9	-29	-4	1.6	-6
COc1cc(O)c2c(=O)c3c(OC)c(O)ccc3oc2c1	14	0.7	3	-1	0.9	0.9	-22	8	3.8	29
CCOc1cccc(SCc2noc(C(=O)NCC3CCCO3)c2C(=O)O)c1 (stereo not given)	-3	1	-11	-4	1	1	11	-4	0.1	4
O=C(NNC1CC(=O)N(c2ccc(Cl)cc2)C1=O)c1ccco1 (stereo not given)	-4	1	-20	-5	1	1	8	-1	0.0	0
O=C(CSc1nc2c(cnn2-c2ccccc2)c(=O)[nH]1)N1N=C(c2cccs2)CC1c1ccc(F)cc1 (stereo not given)	-6	0.9	-6	69*	1	1.1	44	-3	12*	12
Cc1ccccc1-c1nc(-c2ccc(NC(=O)c3ccc4c(c3)OCO4)cc2)no1	6	0.8	-5	5	1	0.9	-13	-4	-0.6	17
Cc1nn(-c2ccccc2)c(C)c1NC(=O)COc1ccc(Br)cc1Cl	-1	1.1	-13	-6	1	1	-3	0	4.8	-12
CCOc1ccccc1N1C(=O)c2ccc(C(=O)Nc3cccnc3)cc2C1=O	0	1	-5	-9	1	1	8	-2	0.5	1
COC(=O)CN(C)C(=O)CC1C(=O)NCCN1CC(C)(C)C (stereo not given)	-7	1	-10	1	1	1.1	-30	-4	2.2	5
CCN(Cc1ccccc1)c1ccc(/C=N/NS(=O)(=O)c2cccc([N+](=O)[O-])c2)cc1	-4	0.6	-13	-6	1	1	22	1	14*	41
O=c1[nH]c(SCc2n[nH]c(=S)n2-c2ccccc2)nc2ccccc12	11	0.8	0	-4	1.1	0.9	-8	-5	3.5	18
CC1(C)CC(=O)C/C(=N/NC(=O)CCCOc2ccc(Cl)cc2Cl)C1	-15	1	-5	-4	1	1.1	3	-2	0.5	3
O=S(=O)(Nc1cccc2[nH]ncc12)c1cccs1	-3	0.9	-10	-5	1	1	-3	-4	0.6	5
CS(=O)(=O)Nc1ccc(C(=O)NCC2CCCO2)cc1 (stereo not given)	-6	0.9	-16	-9	1	1.1	2	-4	0.8	9
O=C(NCc1ccc2c(c1)OCO2)c1cc(-c2ccccc2)on1	-2	0.9	-8	-9	1	1	-10	1	6.1	12
COc1cc(OC)cc(C(=O)N2CCN(C(=O)Cc3ccccc3)CC2)c1	-7	1	-12	-5	1.1	1.1	-1	-5	1.0	-5

Of the compounds above, 3 contain a CF3 group.
SMILES	FLuc inh counter	bIAP act	TNAP inh noacc	L major viab	TNAP act hiacc	FLuc act counter	APP transl inh	TNAP inh hi DEA	RAM inhibit	bIAP inhibitor
Cc1ccc(NC(=O)c2ccccc2-c2ccc(C(F)(F)F)cc2)cc1S(=O)(=O)N1CCOCC1	-3	1.3	-3	93*	1	1	-5	0	7.4	-33
Nc1c(C(=O)NC23CC4CC(CC(C4)C2)C3)sc2nc3c(c(C(F)(F)F)c12)CCC3	5	1	-7	-6	1	0.9	9	0	2.4	0
Cc1cc(C(=O)Cn2nc(C(=O)O)c3ccccc3c2=O)c(C)n1CC(F)(F)F	33	1.3	3	-5	1	0.7	8	-3	5.0	-30

In a second layout: twelve of the compounds above
SMILES,FLuc inh counter,bIAP act,TNAP inh noacc,L major viab,TNAP act hiacc,FLuc act counter,APP transl inh,TNAP inh hi DEA,RAM inhibit,bIAP inhibitor
O=C(CSc1nc2c(cnn2-c2ccccc2)c(=O)[nH]1)N1N=C(c2cccs2)CC1c1ccc(F)cc1 (stereo not given),-6,0.9,-6,69*,1,1.1,44,-3,12*,12
Cc1ccccc1-c1nc(-c2ccc(NC(=O)c3ccc4c(c3)OCO4)cc2)no1,6,0.8,-5,5,1,0.9,-13,-4,-0.6,17
Cc1nn(-c2ccccc2)c(C)c1NC(=O)COc1ccc(Br)cc1Cl,-1,1.1,-13,-6,1,1,-3,0,4.8,-12
CCOc1ccccc1N1C(=O)c2ccc(C(=O)Nc3cccnc3)cc2C1=O,0,1,-5,-9,1,1,8,-2,0.5,1
COC(=O)CN(C)C(=O)CC1C(=O)NCCN1CC(C)(C)C (stereo not given),-7,1,-10,1,1,1.1,-30,-4,2.2,5
CCN(Cc1ccccc1)c1ccc(/C=N/NS(=O)(=O)c2cccc([N+](=O)[O-])c2)cc1,-4,0.6,-13,-6,1,1,22,1,14*,41
O=c1[nH]c(SCc2n[nH]c(=S)n2-c2ccccc2)nc2ccccc12,11,0.8,0,-4,1.1,0.9,-8,-5,3.5,18
CC1(C)CC(=O)C/C(=N/NC(=O)CCCOc2ccc(Cl)cc2Cl)C1,-15,1,-5,-4,1,1.1,3,-2,0.5,3
O=S(=O)(Nc1cccc2[nH]ncc12)c1cccs1,-3,0.9,-10,-5,1,1,-3,-4,0.6,5
CS(=O)(=O)Nc1ccc(C(=O)NCC2CCCO2)cc1 (stereo not given),-6,0.9,-16,-9,1,1.1,2,-4,0.8,9
O=C(NCc1ccc2c(c1)OCO2)c1cc(-c2ccccc2)on1,-2,0.9,-8,-9,1,1,-10,1,6.1,12
COc1cc(OC)cc(C(=O)N2CCN(C(=O)Cc3ccccc3)CC2)c1,-7,1,-12,-5,1.1,1.1,-1,-5,1.0,-5

Bioassay records as filed in PubChem.

Rows are unselected. About 13% of those tested had a hit in this group.
